# Assay outcomes (PubChem)
# ARNT TACC3 PPI: disruptors of ARNT/TACC3 protein interaction, primary screen, biochemical, AlphaScreen, single concentration. Transforming acidic coiled-coil-containing protein 3 (Homo sapiens), Q9Y6A5. 390,000 compounds, 0.66% hits. AID 623870, 2012. inhibition, % at 9.99 µM. AlphaScreen His-ARNT PAS-B/GST-TACC3 binding, luminescence; TACC3 fragment carries E629A point mutation;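 active means mean inhibition of replicates at least 50% and at least half of replicates each reaching 50%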;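 further: 0% = complete ARNT plus TACC3 wells and 100% = ARNT alone without TACC3; many hits fall short of the cut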
# LGR2 antag: inhibitors of bursicon-induced LGR2 CRE-luciferase signal, primary screen, cell-based, HEK293, CRE-luciferase reporter, bursicon stimulation; Drosophila bursicon receptor LGR2 (rickets); bursicon-stimulated, 4 h; inhibition, % at 9.99 µM; 380,000 compounds, 0.35% hits; AID 720647, 2013;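 active means drop in luminescence signal, shown as inhibition above about 50% in the replicate tests, limit read from the data, passing the limit was not always enough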;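 further: agonist challenge used bursicon conditioned medium at about half maximal strength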
# PglD DTNB: C. jejuni PglD acetyltransferase inhibitors, primary screen, biochemical, DTNB colorimetric, single point. inhibition, % at 12.5 µM. AID 602405, 2012. purified PglD enzyme, DTNB colorimetric CoA detection. 360,000 compounds, 0.098% hits; in the data active means inhibition above about 16%, passing the limit was not always enough; further: strong numbers were not always called active
# PGC1a acetyl inh: inhibitors of PGC1a acetylation signal, primary screen, cell-based, U2OS, AlphaScreen, inhibitor mode. AlphaScreen anti-acetyl-lysine; with virally co-expressed GCN5 acetyltransferase. inhibition, % at 15.6 µM. 350,000 compounds, 0.17% hits;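 active means every replicate shows inhibition of at least 40%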;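 further: 0% = neutral control wells and 100% = positive control wells; some results beyond the cut were filed as inactive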
# C2C12 statin: suppressors of statin myotoxicity in C2C12 myotubes, primary screen, cell-based, single point, plate reader | rescue of ATP level, % at 7.49 µM | C2C12 myotubes + simvastatin, ATP luminescence, 48 h; scaled: DMSO 0, geranylgeraniol control 100 | 330,000 compounds, 0.78% hits;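 active means mean ATP rescue above about 67%, or every replicate alone reaching that limit, limit read from the data, passing the limit was not always enough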;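 further: myotubes were challenged with 10 µM simvastatin during compound exposure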
# Cneo AK release: Cryptococcus neoformans cell lysis inducers, primary screen, AK release luminescence, single concentration; C. neoformans lysis, adenylate kinase release luminescence, 4 h; normalised: neutral wells 0, clomiphene wells 100; lysis activity, % at 15 µM; 360,000 compounds, 0.2% hits; AID 651654, 2012;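 active means mean lysis activity across replicates of at least 80%, whatever share of replicates individually reach that level; inactive means mean lysis activity below 80%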
#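 Material – log-phase Cryptococcus neoformans yeast cells · Input – 5 × 10^6 yeast cells/mL · Medium – fresh YPD growth medium · Doses – single compound concentration per well · Timing – static 4 h at 37 °C with compound, 1 h detection · Detection – adenylate kinase release luminescence · Read-out – signal increase indicating cell lysis · Control set – Clomiphene as positive lysis control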
# PAX8 inh HTS: inhibitors of PAX8-driven TPO luciferase reporter, primary screen, RMG-I cells, single concentration. SteadyGlo, 24 h. inhibition, % at 12.6 µM. 360,000 compounds, 1.2% hits. AID 652154, 2013;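 active means mean replicate inhibition at least 60% with every replicate also reaching 60%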;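 further: luciferase light reporting Pax8 driven TPO promoter activity; plate controls were median of neutral control wells for no effect and mitoxantrone controls for full effect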
# INS-1E GSIS act: GLuc luminescence reporter in INS-1E cells, primary screen for activators of glucose-dependent secretion of insulin. INS-1E GLuc reporter insulin secretion, 2-3 h. activation, % at 16.6 µM. 370,000 compounds, 0.61% hits. AID 743287, 2014;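 active means lowest replicate activation of at least 40%, so every replicate reaches that level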;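 further: 0% = median of neutral control wells and 100% = median of IBMX positive control wells; some compounds called inactive have numbers as strong as hits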
# Starred values were filed as active, the others as inactive; · = not tested or not shown; & = joins results of further samples.
SMILES,ARNT TACC3 PPI,LGR2 antag,PglD DTNB,PGC1a acetyl inh,C2C12 statin,Cneo AK release,PAX8 inh HTS,INS-1E GSIS act
CN(C[C@H]1[C@@H](c2ccccc2)[C@H](CO)N1C(=O)C1CC1)C(=O)c1ccccn1,0.7,-13.8,-0.3,4.8,-5.2,1.3,-11.7,7.6
Cc1cccc(C(=O)N/C(=C\c2ccco2)C(=O)N2CCCC2)c1,7.6,7.0,-2.7,8.1,13.9,-6.8,5.6,4.4
Fc1cccc2sc(Nc3nnc(-c4ccccc4)o3)nc12,8.3,·,-4.4,11.5,-4.1,-6.1,·,-14.8
CCc1[nH]c(C)c(C(C)=O)c1C,1.3,·,5.8,4.4,-15.5,9.0,0.1,·
N#C[C@H]1[C@@H](c2ccc(-c3ccncc3)cc2)[C@@H](CO)N1C(=O)C1CCCCC1,-20.3,12.7,-0.9,-11.9,29.1,1.6,5.3,1.6
CCCN(C)C[C@@H]1Oc2cc(-c3ccc(F)cc3)ccc2S(=O)(=O)N([C@@H](C)CO)C[C@@H]1C,1.5,15.9,-0.8,-10.6,12.7,-2.3,-15.5,2.5
Cc1ccc2c(c1)N(CC(=O)N1CCCC1)C(=O)C(C)O2 (configuration not stated),-6.1,9.4,-6.3,·,11.6,0.3,3.0,15.2
C[C@H](CO)N1C[C@H](C)[C@@H](CN(C)C(=O)C2CC2)OCc2cnnn2CCCC1=O,-2.9&-1.8,-8.7&-7.7,2.9&-3.2&3.3,-9.6&-0.9&6.4,1.1&2.4&-10.1,8.0&-4.7&3.4,-8.6&14.0,-2.1&9.8
CC(C)(CNS(=O)(=O)c1ccc2ccccc2c1)N1CCOCC1,-2.8,-3.7,·,2.1,-0.1,1.4,-2.6,1.7
COc1ccc(C2CC(=O)n3nc(C45CC6CC(CC(C6)C4)C5)nc3S2)cc1OC (configuration not stated),-8.9,9.2,·,·,·,·,-15.8,13.9
COc1ccc(NC(=O)N[C@@H]2CC[C@H](CCNC(=O)c3ccccc3F)O[C@@H]2CO)cc1,-8.3,30.1,-1.5,0.1,4.4,-3.6,16.2,5.2
COc1ccc(CN(C)C(=O)c2ccc(NS(=O)(=O)c3ccc(F)cc3)cc2)c(OC)c1,·,-11.8,0.8,·,6.9,-0.5,-14.2,-15.8
COc1ccc(-n2c(-c3ccccc3)nc(=S)c3c2CCCC3)cc1,-7.6,·,-0.1,-2.9,2.3,-0.8,·,·
CCc1cccc(Nc2c([N+](=O)[O-])cc(C(=O)N3CC(=O)Nc4ccccc43)cc2[N+](=O)[O-])c1,3.3,-8.7,·,·,·,·,17.4,-5.6
CN(C(=O)N1CCN(S(=O)(=O)c2ccccc2)CC1)c1ccccc1,2.3,12.5,1.3,-5.0,-1.0,-1.3,9.6,-3.9
CCOC(=O)c1cc(C)n(-n2cnnc2)c1C,-2.8,·,0.6,10.7,7.2,-0.1,8.0,·
O=C(c1cc2c(cc1Br)OCCCO2)N1CCCCC1,8.5,17.8,·,·,-10.3,·,8.4,26.0
Cc1nn(CC(=O)NCc2ccc(-n3cccn3)cc2)c(C)c1[N+](=O)[O-],2.3,-3.1,·,·,·,·,-6.8,17.1
Cc1nc2ccccc2n1Cc1ccccc1Br,-2.8,9.3,7.0,·,7.9,47.3,12.4,-32.3
O=C(CN1C(=O)NC2(CCCCCCC2)C1=O)Nc1c(Cl)cccc1Cl,-0.5,-8.2,1.4,1.6,-1.7,-0.3,6.2,-27.6
COc1ccccc1-c1oc2ccccc2c1C#CC1(O)CCCCC1,-1.3,-5.0,-2.4,·,-5.8,1.6,1.7,-14.7
CCS(=O)(=O)N1CC2(CN(CC3CCOCC3)[C@H](CO)c3c2c2ccc(OC)cc2n3C)C1,·,3.2,·,-20.7,·,·,-44.3,-0.2
CC(C)(C)n1ncc2c(=O)n(Cc3cccc(Cn4cnc5c(cnn5C(C)(C)C)c4=O)c3F)cnc21,3.6,1.8,-4.0,·,-27.4,-4.3,79.5*,-39.4
COc1ccccc1N1CCN(S(=O)(=O)c2ccc3c(c2)CC(C)N3C(C)=O)CC1 (configuration not stated),·,-5.6,-0.5,-1.3,11.2,-11.7,12.5,-14.2
CCCOc1ccc(C(=O)Nc2ccc(N3CCN(C(C)=O)CC3)cc2)cc1,-3.8,·,1.4,11.7,-24.8,-9.0,5.8,·
CO[C@H]1CN(C)C(=O)c2cc(NC(=O)Cc3ccccc3)ccc2OC[C@H](C)NC[C@@H]1C,-4.4,-1.7,-0.6,8.9,2.7,-1.0,2.5,2.6
COc1cc(NC(=O)CN2CCN(C(=O)c3ccco3)CC2)c(C)cc1[N+](=O)[O-],·,·,0.2,2.7,-0.4,0.3,-0.6,·
CCOC(=O)c1c(CC(C)C)csc1NC(=O)COC(=O)c1cc(OC)c(OC)cc1[N+](=O)[O-],-4.8,2.2,-2.9,2.6,7.4,0.8,-7.8,1.1
Cc1nn(C)c(C)c1CN(C)C(=O)C1(C)CC1(Br)Br (configuration not stated),-22.6,4.1,·,·,·,·,35.2,-2.0
CC1CCN(C(=O)CCc2nnc3ccc(NCCCN4CCCC4=O)nn23)CC1,4.7,7.0,-5.4,-2.5,24.1,9.5,-4.6,1.7
C[C@@H]1CN([C@@H](C)CO)C(=O)c2cc(NC(=O)CCN3CCOCC3)ccc2O[C@@H]1CN(C)S(C)(=O)=O,5.5,4.7,-1.1,-10.8,-4.0,-0.2,22.9,21.8
CC(=O)N1C[C@H]2[C@@H](c3ccccc31)[C@@H](CO)N2S(=O)(=O)c1ccccc1,14.5,0.7,-2.6,-5.0,14.6,-6.1,-13.8,-0.4
CC(C)(c1ccccc1)c1ccc(OCCN2CCCC2)cc1,8.9,-6.6,-2.0,·,-0.6,-0.4,9.2,-36.9
COc1ccccc1NC(=O)N1CC[C@@H]2[C@H]1c1cc(C#Cc3cccc(F)c3)ccc1N(C)[C@@H]2CO,28.8,-2.4,-10.0,6.7,12.7,7.9,6.3,16.9
CN(Cc1ccccc1)S(=O)(=O)c1ccc(OCC(=O)NCc2ccncc2)cc1,8.1,4.8,-5.1,·,1.5,-0.7,11.4,-7.2
Cn1c(=O)c2c(SCc3cccnc3)nc(CC(C)(C)C)nc2n(C)c1=O,-2.1,17.5,-6.4,8.8,-1.7,-0.9,39.6,-8.7
Cc1ccccc1CN(C)C1CCN(C)CC1,2.8,4.6,3.3,9.6,-4.6,5.7,-30.4,·
C[C@@H]1CCCCO[C@H](CN(C)S(=O)(=O)c2ccc(F)cc2)[C@@H](C)CN([C@@H](C)CO)C(=O)c2cc(NC(=O)c3ccccc3)ccc2O1,-8.7,-2.3,-0.6,5.5,·,-0.4,0.5,-13.7
Cc1ccc(S(=O)(=O)N(CC(=O)NC2CC2)c2ccc(C)c(Cl)c2)cc1,-2.3,11.9,-1.5,7.1,14.8,-0.3,4.6,-14.8
COc1ccc2c(c1)C(=NO)c1cc(OC)ccc1-2,2.2,·,-1.9,-10.1,-22.8,-0.1,-4.5,·
Cc1ccc(-c2ccc3c(c2)O[C@H](CN(C)Cc2ccc(C(=O)O)cc2)[C@H](C)CN([C@@H](C)CO)S3(=O)=O)cc1,3.1,34.5,0.0,-2.0,11.4,3.8,·,15.2
O=C(O)CC(c1ccc(Cl)cc1)N1C(=O)CCC1=O (configuration not stated),-9.9,·,-0.4,-0.8,-2.8,-0.5,7.9,·
CN(C)C(=O)C[C@@H]1C=C[C@@H](NC(=O)Nc2cccc(F)c2)[C@H](CO)O1,-5.2,6.9,2.0,2.4,0.2,-3.6,-12.6,23.3
O=C(CSc1ccc2nnc(-c3ccncc3)n2n1)Nc1ccc2c(c1)OCCO2,-2.2,13.5,5.6,5.2,-4.9,1.2,-4.8,·
CC(NC(=O)NC12CC3CC(CC(C3)C1)C2)c1ccc2c(c1)OCO2 (configuration not stated),-1.4,22.8,·,-6.7,·,·,-8.9,-38.8
Cc1nn(C)c(=O)n1N(C)c1ncc(C(F)(F)F)cc1Cl,-3.8,7.6,-0.5,1.3,2.8,9.3,6.8,7.0
NS(=O)(=O)c1ccc(CCNc2ncnc3sccc23)cc1,-1.5,·,·,12.5,-30.5,0.2,8.5,·
O=C(NNc1nc(-c2ccccc2)cs1)c1ccc(F)cc1,3.7,-29.4,3.6,0.3,-10.1,5.2,49.3,0.0
Cc1cccc(C)c1OCC(N)C(C)C (configuration not stated),-2.4,-11.9,0.6,15.2,2.7,0.8,-16.7,·
COc1ccccc1NC(=O)N1CCCCN2[C@H](C1)[C@H](c1ccc(-c3cccc(F)c3)cc1)[C@@H]2CO,-3.4,6.7,9.1,-6.7,7.6,-4.9,27.1,-2.5

# Sorted by molecular weight (rising): part of the list above.
SMILES,ARNT TACC3 PPI,LGR2 antag,PglD DTNB,PGC1a acetyl inh,C2C12 statin,Cneo AK release,PAX8 inh HTS,INS-1E GSIS act
O=C(NNc1nc(-c2ccccc2)cs1)c1ccc(F)cc1,3.7,-29.4,3.6,0.3,-10.1,5.2,49.3,0.0
NS(=O)(=O)c1ccc(CCNc2ncnc3sccc23)cc1,-1.5,·,·,12.5,-30.5,0.2,8.5,·
COc1ccccc1NC(=O)N1CCCCN2[C@H](C1)[C@H](c1ccc(-c3cccc(F)c3)cc1)[C@@H]2CO,-3.4,6.7,9.1,-6.7,7.6,-4.9,27.1,-2.5
Cc1ccc(-c2ccc3c(c2)O[C@H](CN(C)Cc2ccc(C(=O)O)cc2)[C@H](C)CN([C@@H](C)CO)S3(=O)=O)cc1,3.1,34.5,0.0,-2.0,11.4,3.8,·,15.2

# Next structures
SMILES,ARNT TACC3 PPI,LGR2 antag,PglD DTNB,PGC1a acetyl inh,C2C12 statin,Cneo AK release,PAX8 inh HTS,INS-1E GSIS act
O=C(CC1SC(=O)N(c2ccccc2)C1=O)Nc1ccc(Cl)cc1 (configuration not stated),28.9,-59.7,·,1.9,·,·,-30.7,-10.3
CC1CCN(S(=O)(=O)c2ccc3ccccc3c2)CC1,2.7,·,-2.1,-21.2,153.0*,-2.9,5.3,·
CCc1ccc(C(C)NC(=O)Cn2cnc3c(=O)n(C)c(=O)n(C)c32)cc1 (configuration not stated),3.8,-18.8,3.6,1.7,5.7,-1.1,11.4,7.5
Cc1cccc(/C=N/n2c(COc3ccccc3)n[nH]c2=S)c1,6.0,-10.1,1.2,·,-4.9,-4.0,10.2,-26.2
C=CCn1c(=NC(=O)C2CC2)sc2cc(NC(C)=O)ccc21,-2.1,9.8,-5.3,-0.3,1.3,-0.8,-1.5,5.6
CCn1cc(C(=O)NCc2ccc(OC)cc2)c(=O)c2ccc(C)nc21,-2.6,-2.2,-6.0,20.2,13.3,0.6,9.0,2.3
CCOC(=O)CNC(=O)CN1C(=O)CC(c2ccco2)Sc2ccccc21 (configuration not stated),-11.6,-5.0,-6.7,-5.9,-9.8,-0.3,3.8,18.5
C[C@@H]1CN([C@H](C)CO)S(=O)(=O)c2ccc(C#CC3CCCCC3)cc2O[C@H]1CN(C)C(=O)Cc1ccncc1,-0.9&6.0,5.7&9.6,-1.2&-0.8&0.8,-4.2&-7.9&-0.3,-13.5&12.3&17.5,5.6&2.2&-0.9,0.1,-31.6&-7.8
